# NTR1 ag: agonists of NTR1, primary screen, imaging, U2OS cells, beta-arrestin-GFP, high content (AID 493036). NTR1-U2OS beta-arrestin-GFP spot imaging, agonist mode. activation, % at 20 µM. 0.17% of 330,000 active. P30989;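 active = activation at or above 40% of the spot to cytoplasm intensity ratio, with at least 20 cells analyzed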;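 note: 0% = DMSO without peptide and 100% = 100 nM NTR1 peptide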
# Target sequence (P30989 whole entry, looked up): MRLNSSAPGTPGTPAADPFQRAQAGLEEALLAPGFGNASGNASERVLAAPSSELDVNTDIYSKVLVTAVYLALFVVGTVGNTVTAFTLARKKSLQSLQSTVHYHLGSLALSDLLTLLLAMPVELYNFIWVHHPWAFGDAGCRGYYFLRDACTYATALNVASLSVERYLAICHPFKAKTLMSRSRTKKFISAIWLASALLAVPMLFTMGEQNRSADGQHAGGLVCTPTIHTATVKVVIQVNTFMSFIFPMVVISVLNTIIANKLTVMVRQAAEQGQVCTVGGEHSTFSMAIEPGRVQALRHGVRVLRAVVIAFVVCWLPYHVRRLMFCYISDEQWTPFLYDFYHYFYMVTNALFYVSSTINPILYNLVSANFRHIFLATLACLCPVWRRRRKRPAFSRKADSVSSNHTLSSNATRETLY
# Rac1 GTP hydrolysis: MgcRacGAP GTPase-activating activity inhibitors, confirmation, biochemical, ADP Hunter fluorescence; MgcRacGAP-stimulated Rac1 GTP hydrolysis, ADP Hunter fluorescence; higher % means a stronger effect; GST-tagged Rac1 F28L mutant substrate; inhibition, % at 30 µM; hits with a dose series show IC50 in µM; 0.6% of 340,000 active;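 active = first-screen hits whose inhibition reached a set limit at any dose in the follow-up dose series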;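 note: fluorescence reports GDP produced by GAP-driven GTP hydrolysis; strong numbers were not always called active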
# Lipid droplet: modulators of hepatic lipid droplet formation. AML12 mouse hepatocytes, oleate lipid droplets, BODIPY imaging. inhibition, % at 6.5 µM. 0.4% of 240,000 active. AID 1656;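 active = lipid droplet intensity inhibited by at least 50%, with more than 500 cells counted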
#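 Material: mouse AML12 hepatocyte cell line, fixed after treatment; Timing: compound with oleate, overnight; Technique: high-content imaging of BODIPY-stained droplets and DAPI nuclei; Probe or stimulus: oleate, 100 µM final; Dosing: compound at 6.5 µM only.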
# GPR35 arrestin U2OS: GPR35 antagonists blocking zaprinast-driven arrestin recruitment, primary screen, imaging, U2OS, beta-arrestin-GFP, zaprinast agonist (AID 2058). inhibition, % at 10 µM; hits with a dose series show IC50 in µM. U2OS GPR35 beta-arrestin-GFP translocation imaging, zaprinast antagonism; higher % means a stronger effect. 0.052% of 290,000 active;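 active = inhibition of at least 50% with at least 30 cells and total cytoplasm GFP at most 10,000,000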
# GPR55 beta-arrestin: selective activators of receptor GPR55 – imaging, U2OS cells, beta-arrestin-GFP redistribution, primary screen (AID 1961) | 0.048% of 290,000 active | U2OS GPR55 beta-arrestin-GFP redistribution imaging; higher % means a stronger effect | activation, % at 10 µM, or EC50 in µM where a hit was titrated;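 active = activation above 40% with more than 50 cells counted in the well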;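 note: U2OS osteosarcoma cells stably expressing GPR55 and beta-arrestin-GFP; plate controls were DMSO negative control for no effect and LPI positive control for full effect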
# LYP inhibition: inhibitors of LYP phosphatase, biochemical, fluorescence intensity, uHTS (AID 1779) | recombinant LYP phosphatase, fluorescence intensity; higher % means a stronger effect | inhibition, % at 11.5 µM, or IC50 in µM where a hit was titrated | 0.054% of 290,000 active; in the data active = inhibition above about 50%;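 note: plate controls were vehicle with enzyme for no effect and no enzyme for full effect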
# GPR55 antagonists: GPR55 antagonists blocking LPI-driven arrestin recruitment, primary screen, imaging, U2OS, beta-arrestin-GFP, LPI agonist (AID 2013) | U2OS GPR55 beta-arrestin-GFP translocation imaging, LPI antagonism; higher % means a stronger effect | inhibition, % at 10 µM; hits with a dose series show IC50 in µM | 0.13% of 290,000 active;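 active = spots per cell inhibited over 60%, with over 100 cells counted and total cytoplasm intensity under 500,000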;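 note: U2OS cells stably carrying GPR55 and arrestin-GFP stimulated by 5 µM LPI near EC80; imaged beta-arrestin-GFP aggregate spots per cell after agonist stimulation; plate controls were LPI-stimulated DMSO wells for no effect and DMSO wells without LPI for full effect; some results filed as inactive read as strong as hits; confirmed hits need IC50 under 10 µM and bright autofluorescent wells are also inconclusive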
# T cell modulator: T cell immune modulators affecting CD8 T cell-vesicle binding; 2C CD8+ T cell-vesicle binding, flow cytometry; stronger effect = lower value; calls only at 7 µM; 0.068% of 330,000 active; AID 2052;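 active = response, share of CD8 T cells binding vesicles, and their 90th percentile fluorescence all below set limits, cut at about 80% in these data, passing the limit was not always enough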
#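 Also added: QL9-peptide-loaded Drosophila micro-vesicles bearing Ld, ICAM-1 and B7-1; Test system: purified 2C TCR transgenic mouse naive CD8+ T cells; Measured by: cytometric PE anti-B7-1 and Alexa647 anti-CD8 signals after 1% paraformaldehyde fixation; Timing: binding step 1.5 h, 37 °C, antibody labelling 20 min, ice.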
# Large T inhibition: SV40 large T antigen inhibitors, biochemical (AID 1903); inhibition, % at 20 µM, or IC50 in µM where a hit was titrated; 0.39% of 310,000 active; SV40 large T antigen ATPase/helicase inhibition assay; higher % means a stronger effect; in the data active = a potency from the dose series; note: strong numbers were not always called active
# Lipid droplet cells 6.5 µM: recorded beside Lipid droplet, whose call it bears; cell count; measured here: cell count, cytotoxicity flag;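 cells counted across two imaged fields per well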
# T cell modulator vesicle-bound %: further read-out of T cell modulator, marked with its call; double positive events, %; measured here: CD8+ vesicle-bound cell fraction;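 binding gate set so that unloaded-vesicle control wells show 10% double positive cells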
# NTR1 ag cell count 20 µM: further read-out of NTR1 ag, marked with its call; cell count; measured here: cell count, cytotoxicity flag
# Starred values were filed as active, the others as inactive; i = inactive; / = no result given; & = joins results of further samples. Rows were taken by chance; about 1.8% have a hit in one of these screens.
SMILES,NTR1 ag,NTR1 ag cell count 20 µM,Rac1 GTP hydrolysis,Lipid droplet,Lipid droplet cells 6.5 µM,GPR35 arrestin U2OS,GPR55 beta-arrestin,LYP inhibition,GPR55 antagonists,T cell modulator,T cell modulator vesicle-bound %,Large T inhibition
Cc1cc(C)cc(OCC(=O)N2Cc3ccccc3CC2C(=O)O)c1 (stereo not given),-0.3,30,-1%,25,674,18%,-0.1%,-1%,4%,i,32,5%
COc1ccc(OCCSc2nc(-c3ccccc3)cc(=O)[nH]2)cc1,6.0,54,8%,-3,693,1%,-0.2%,-8%,-3%,i,46,26%
CCNc1oc(-c2cccc3ccccc23)nc1C#N,0.4,42,12%,9,760,-8%,-0.2%,-13%,6%,i,55,4%
COC(=O)C1C(c2ccc(OC)c(OC)c2)NC(c2ccc(OC)c(OC)c2)C(C(=O)OC)S1(=O)=O (stereo not given),0.0,61,1%,13,755,7%,-0.4%,-1%,4%,i,21,10%
NS(=O)(=O)c1ccc(CCNC(=O)COC(=O)CCc2ccccc2)cc1,1.2,50,10%,-4,679,1%,0.6%,-5%,9%,i,12,1%
COc1ccc(S(=O)(=O)NCc2cn3c(C)csc3n2)cc1F,-2.5,60,8%,-1,610,8%,0.2%,-4%,-15%,i,23,1%
NC(=O)CC(NC(=O)c1ccc(Br)cc1)c1ccc(NC2CCCCCCC2)c([N+](=O)[O-])c1 (stereo not given),14,44,8%,-2,790,8%,0.0%,-6%,9%,i,16,1%
CSC1=NC(C(Cl)(Cl)Cl)N=C(c2ccccc2)N1 (stereo not given),-0.7,58,8%,-44,646,13%,0.1%,-4%,-15%,i,16,5%
CC(/C=C/c1ccccc1F)=N\NC(=O)C(C)C,-0.3,61,7%,-9,677,13%,-0.2%,4%,-6%,i,24,1%
CCCOc1cccc(C(=O)NCCNC(=O)c2cnccn2)c1,0.1,60,0%,-1,776,-16%,0.0%,3%,2%,i,36,7%
O=C(O)c1c(NC(=O)N(CCO)Cc2ccccc2)sc2c1CCCC2,0.5,87,7%,-8,403,1%,0.0%,-2%,-2%,i,55,11%
COc1cccc(/C(O)=C2/C(=O)C(=O)N(c3ccccn3)C2c2ccc(OC)c(OC)c2)c1 (stereo not given),2.2,81,4%,/,/,11%,0.2%,-3%,2%,i,30,7%
CC(C)c1ccc(S(=O)(=O)c2nnn3c2nc(NCC2CCCO2)c2ccccc23)cc1 (stereo not given),4.3,64,-3%,-1,743,-21%,-0.1%,-17%,10%,i,13,9%
O=C(NNC(=O)c1cccnc1Cl)c1ccc(F)cc1,1.5,56,-1%,0,810,-2%,-0.1%,-5%,-7%,i,8,2%
O=[N+]([O-])c1cnccc1Nc1ccccc1,-0.3,87,2%,17,749,3%,-0.1%,-9%,-13%,i,68,5%
Cc1cc(C)nc(SC2CCCCC2NS(=O)(=O)c2ccccc2)n1 (stereo not given),-1.5,67,0%,-20,693,-4%,-0.4%,-1%,1%,i,45,7%
Cc1onc(-c2ccccc2)c1C(=O)Nc1ccc(Br)cc1Cl,4.8,67,1%,1,776,6%,-0.1%,5%,-16%,i,57,-5%
Cc1csc(CN(C)C(=O)CC2C(=O)NCCN2Cc2ccc(F)cc2Cl)n1 (stereo not given),-0.3,66,5%,-15,625,7%,0.0%,-6%,11%,i,29,11%
CCc1ccc(N2CN(CCc3ccccc3)CNC2=S)cc1,0.8,27,/,-10,713,10%,0.2%,-3%,3%,i,39,6%
NC(=O)NC(Cc1ccccc1)C(=O)O (stereo not given),2.0,96,7%,/,/,-10%,0.2%,-8%,-1%,i,37,12%
Cc1cccn2c(=O)c3cc(C(N)=S)c(=N)n(CCCN4CCOCC4)c3nc12,0.8,43,21%,7,718,4%,0.2%,-22%,5%,i,41,22%
COc1ccc(C(=O)NCCN2CCOCC2)c(OC)c1,2.3,31,-2%,3,731,5%,0.1%,-6%,12%,i,65,6%
C=CCNC(=O)CN(c1cccc(Br)c1)S(C)(=O)=O,0.4,77,6%,-13,668,-2%,0.3%,-1%,-3%,i,56,-2%
CCCCN(C(=O)C(C)Oc1cccc(Cl)c1)c1c(N)n(CCC)c(=O)[nH]c1=O (stereo not given),-1.0,75,7%,/,/,/,/,/,/,i,30,6%
Cc1nc(-c2cc(-c3nc(-c4ccc(C(C)(C)C)cc4)no3)no2)cs1,-0.5,54,7%,10,688,9%,0.2%,0%,-5%,i,28,7%
CCCCC(=O)Nc1ccc(C(=O)OC2CCCCC2)cc1,3.9,53,1%,7,796,-6%,-0.1%,-4%,-1%,i,29,2%
CC(C)CNS(=O)(=O)c1ccc(CCC(=O)NCc2cccnc2)cc1,0.3,77,5%,/,/,6%,0.0%,1%,13%,i,31,9%
Cc1c(C(=O)N2CC(C)OC(C)C2)oc2ccccc12 (stereo not given),0.0,82,8%,0,714,18%,0.3%,-2%,13%,i,15,8%
Cc1ccc(C)c(S(=O)(=O)N2CCN(C(C)C(=O)Nc3ccccc3-c3ccccc3)CC2)c1 (stereo not given),1.1,42,4%,-111,634,-23%,-0.4%,-2%,18%,i,47,7%
CCOc1cc(/C=C2\CCC/C(=C\c3cc(Cl)c(O)c(OCC)c3)C2=O)cc(Cl)c1O,32,59,6%,/,/,0%,-0.1%,3%,/,i,59,-3%
Cc1nn(Cc2cccc(C(=O)N3N=C(C(F)F)CC3(O)C(F)F)c2)c(C)c1[N+](=O)[O-] (stereo not given),1.1,80,6%,/,/,3%,0.7%,-9%,1%,i,59,29%
CCN(CC)CCNC(C(=O)Nc1cc(C(F)(F)F)ccc1Cl)c1ccccc1 (stereo not given),3.1,67,4%,23,540,5%,0.1%,-8%,9%,i,24,12%
Cc1cc(C)c(NC(=O)COC(=O)Cc2cccs2)c(C)c1,0.4,62,2%,/,/,/,/,/,/,i,34,7%
COC(=O)c1sccc1NC(=O)c1cc2c(s1)CCCC2,9.5,82,5%,-46,707,1%,-0.1%,4%,8%,i,6,1%
CCNC(=O)c1cccc(S(=O)(=O)N2CCCCCC2)c1,0.9,57,9%,7,699,14%,0.1%,-8%,10%,i,36,3%
O=C(Cn1nnc(-c2ccc3c(c2)OCO3)n1)Nc1ccccc1C(=O)O,-0.5,57,5%,2,730,-8%,0.0%,-9%,10%,i,70,11%
O=C(CN1CCN(c2ccccc2O)CC1)Nc1cccnc1Cl,-0.2,44,5%,10,750,-1%,-0.3%,1%,10%,i,33,2%
Cc1ccc(S(=O)(=O)NC2=NCN(Cc3ccccc3)CN2)cc1,-1.4,63,4%,4,736,-6%,-0.1%,-11%,-4%,i,42,4%
CCOC(=O)N1CCN(c2c(N3CCOCC3)c(=O)c2=O)CC1,-2.4,96,-1%,/,/,-14%,-0.1%,-9%,-3%,i,32,3%
O=C(Nc1cccc(F)c1)C1C2C=CC3(CN(CCCN4CCOCC4)C(=O)C13)O2 (stereo not given),-2.0,49,-2%,-1,386,-12%,0.2%,1%,-13%,i,10,4%&3%

# 2 of these compounds, set out differently.
# Fields: NTR1 ag	NTR1 ag cell count 20 µM	Rac1 GTP hydrolysis	Lipid droplet	Lipid droplet cells 6.5 µM	GPR35 arrestin U2OS	GPR55 beta-arrestin	LYP inhibition	GPR55 antagonists	T cell modulator	T cell modulator vesicle-bound %	Large T inhibition
> Cc1ccc(S(=O)(=O)NC2=NCN(Cc3ccccc3)CN2)cc1
  -1.4	63	4%	4	736	-6%	-0.1%	-11%	-4%	i	42	4%
> CCOC(=O)N1CCN(c2c(N3CCOCC3)c(=O)c2=O)CC1
  -2.4	96	-1%	/	/	-14%	-0.1%	-9%	-3%	i	32	3%

# New compounds follow:
SMILES,NTR1 ag,NTR1 ag cell count 20 µM,Rac1 GTP hydrolysis,Lipid droplet,Lipid droplet cells 6.5 µM,GPR35 arrestin U2OS,GPR55 beta-arrestin,LYP inhibition,GPR55 antagonists,T cell modulator,T cell modulator vesicle-bound %,Large T inhibition
Cc1oc(-c2ccc(Cl)cc2)nc1CS(=O)CC(=O)NC1CCCCCC1 (stereo not given),-0.1,56,5%,13,688,5%,-0.2%,4%,-7%,i,36,12%
Cc1nn(-c2ccccc2)c(C)c1NC(=O)COc1ccc2ccccc2c1,5.9,65,8%,/,/,17%,-0.3%,-7%,12%,i,46,0%
COc1cccc(N=C2C(=O)N3CCCc4cccc2c43)c1,-0.6,55,-6%,-18,631,-7%,-0.4%,5%,8%,i,30,9%
COC(=O)c1ccc(OCC(=O)Nc2ccsc2C(=O)OC)cc1,1.1,47,2%,2,544,-14%,0.5%,-10%,2%,i,28,8%
Cc1[nH]c2ccccc2c1C(=O)CSc1nc2cc(S(=O)(=O)N3CCCCC3)ccc2o1,1.6,91,-2%,/,/,3%,-0.2%,-5%,10%,i,11,-11%
CCOc1ccc(N(CC(=O)NC2CCCCC2C)S(=O)(=O)c2c(C)noc2C)cc1 (stereo not given),0.2,74,6%,-8,700,5%,-0.1%,-2%,11%,i,9,3%
O=C(NCCCN1CCCC1)[C@H](CSCc1ccccc1)N1Cc2ccccc2C1=O,1.9,72,-9%,1,674,4%,0.3%,0%,3%,i,38,12%
Cc1ccc(S(=O)(=O)N2CCOCC2)cc1C(=O)Nc1nc2ccccc2[nH]1,-1.4,40,8%,15,563,20%,0.5%,-5%,-8%,i,36,14%
O=C(Nc1ccc2ccccc2c1)c1cn(-c2ccccc2)nc1-c1cccs1,4.4,78,5%,/,/,8%,0.2%,8%,7%,i,49,-3%
CSc1nc(-c2ccco2)nn1C(=O)c1ccccc1,3.8,19,7%,/,/,11%,-0.1%,-7%,16%,i,38,6%
CC(C)C1Nc2ccc(C(=O)NC3CCCCC3)cc2NC1=O (stereo not given),-0.3,49,3%,4,720,9%,-0.1%,-8%,-8%,i,25,13%
CCn1c(SCC(=O)Nc2cc(C)ccc2C)nnc1-c1cnccn1,-1.7,73,-5%,/,/,9%,-0.3%,-6%,18%,i,33,10%
O=S(=O)(c1cccc2nsnc12)N1CCCCC1,1.4,70,1%,10,709,0%,-0.2%,-9%,1%,i,3,5%
CCN(CC)S(=O)(=O)c1cc(Br)c(C)cc1OC,2.9,54,2%,-6,737,4%,0.2%,-3%,9%,i,32,9%
CCOc1ccc2nc(SCc3ccc(C(=O)OC)o3)[nH]c2c1,-0.7,94,7%,-13,604,0%,0.3%,0%,-21%,i,19,3%
Fc1cnc(N2CCOCC2)nc1NCc1ccccc1,-0.3,77,10%,-6,738,5%,-0.1%,-6%,0%,i,37,11%

# Compound activity (PubChem)
